# High-throughput results from PubChem.
# FEN1 inhibitor: inhibitors of human flap endonuclease 1; P39748; Recombinant FEN1 flap cleavage, fluorescence, 15 min; Potency, µM (top dose mostly 114 µM), without a hit: at the top dose activity change, negative = inhibition, actives largely listed as inhibitors; 0.35% of 390,000 active; AID 588795; note: nearly all actives have a fitted effect of over 65% in size
# Target sequence (P39748 whole entry, looked up): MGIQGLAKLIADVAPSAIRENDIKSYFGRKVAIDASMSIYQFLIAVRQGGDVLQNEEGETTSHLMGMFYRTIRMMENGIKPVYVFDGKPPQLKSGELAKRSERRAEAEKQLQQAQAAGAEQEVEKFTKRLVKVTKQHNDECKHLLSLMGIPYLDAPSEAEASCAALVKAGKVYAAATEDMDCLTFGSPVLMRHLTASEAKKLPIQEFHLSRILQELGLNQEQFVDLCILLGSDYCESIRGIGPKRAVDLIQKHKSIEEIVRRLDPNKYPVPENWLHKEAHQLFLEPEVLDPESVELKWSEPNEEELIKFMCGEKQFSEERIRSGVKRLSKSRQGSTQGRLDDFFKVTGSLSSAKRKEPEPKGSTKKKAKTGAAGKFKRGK
#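 Potency values derive from four-parameter Hill fits of normalized qHTS data. The reaction used 10 nM FEN1 preincubated 15 min at room temperature with compound, then 50 nM DNA substrate, read at 0 and 15 min.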
# KAT2A inh: inhibitors of human GCN5L2 histone acetyltransferase | Potency, µM (highest dose often 58.9 µM), for inactives: at the top dose activity change, negative = inhibition, most hits filed as inhibitors | GCN5L2 HAT assay, ThioGlo1 CoA-SH fluorescence | AID 504327 | 0.21% of 390,000 active
#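 Preincubate 20nM GCN5L2 with compound 15 min, RT → add 50uM ThioGlo1 + 75uM H3(1-25) + 70uM acetyl-CoA → read fluorescence 0 and 20 min. Primary qHTS; fluorescent artifacts likely.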
# N370S GC: inhibitors or activators of N370S glucocerebrosidase for Gaucher disease. P04062. N370S GC spleen homogenate, 4MU-glucoside fluorescence. Potency, µM (titrated, usually from 59.4 µM), without a hit: at the highest dose activity change, negative = inhibition, hits mostly inhibitors. 0.092% of 330,000 active. AID 2101;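 note: 0% = full enzyme activity and -100% = no enzyme basal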
# The depositor's hits bear a star; ? = inconclusive; nt = no result given; & = joins results of further samples. Calls come from the whole dose curve; as a rule, active = well fitted curve in the direction sought with a large enough effect; inconclusive = small, poorly fitted or top-dose-only effect, or another doubt; inactive = no such curve, though single readings can be large; an effect the other way counts as inactive or inconclusive. Unless noted, % is set by controls: 0 for no effect and ±100 for the full control effect; potency is the fitted concentration of half-maximal effect. Not all compounds are listed. The share of hits here may be higher or lower than overall.
SMILES,FEN1 inhibitor,KAT2A inh,N370S GC
Cc1cc(O)c(NC(=O)c2cccc([N+](=O)[O-])c2)cc1C,-1%,-18%,3%
CC(C)N1C(=S)SC(C)(C)C1n1oc(=O)n(-c2cccc(Cl)c2)c1=O (stereo not given),-2%,0%,8%
Cc1cccc(NC(=O)CSCC(=O)N(C)Cc2c(F)cccc2Cl)c1,0%,0%,7%
COc1ccc(S(=O)(=O)N(CC(=O)NCc2ccco2)c2ccccc2)cc1,-16%,1%,-6%
COc1ccc(C(=O)Nn2c(SCC(=O)N3CCC(C)CC3)nc3ccccc3c2=O)cc1,-8%,-5%,7%
Cc1nc2cc(NC(=O)c3ccc([N+](=O)[O-])s3)ccc2s1,-1%,-11%,-9%
COc1ccc(S(=O)(=O)NCc2ccccn2)c(Cl)c1Cl,-6%,-13%,1%
CCOC(=O)c1cc(C)n(CC2CCC(C(=O)Nc3ccc(OC)c(OC)c3)CC2)c1C (stereo not given),19%,-1%,nt
CC1=NN(C(=O)c2ccccc2F)C(O)(c2ccc(Cl)cc2)C1 (stereo not given),-8%,-8%,1%
CCS(=O)(=O)c1nc(S(=O)(=O)c2ccc(C)cc2)c(NCc2ccc(Cl)cc2)s1,-18%,1%,nt
CCCCC(=O)NC(Nc1cc(C)ccn1)(C(=O)OCC)C(F)(F)F (stereo not given),8%,?,-13%
Cc1ccc(NC(=O)CSc2nccn2Cc2ccco2)c(C)c1,-16%,?,9%
COc1ccc(CCNC(=O)CCCn2c(=O)c3ccccc3n(CC(=O)Nc3cccc(C)c3)c2=O)cc1OC,-8%,-3%,nt
O=C(CSc1nnc(-c2cccnc2)n1C1CCCCC1)NC1CCCCC1,-3%,0%,15%
COC(=O)C1CCN(S(=O)(=O)c2cn(C)c(=O)n(C)c2=O)CC1,21%,-9%,-14%
CCc1ccc(NC(=O)C2CCCN(S(=O)(=O)c3ccc4c(c3)CCCN4C(C)=O)C2)cc1 (stereo not given),-20%&-22%,-11%&-2%,-8%
O=C(NCC1CCCO1)C1CCN(C(=O)c2ccc(Br)cc2)CC1 (stereo not given),7%,-14%,-8%
COc1cc(/C=N/NC(=O)c2ccc3nc[nH]c3c2)cc(OC)c1OC,-9%,-3%,18%
CCOC(=O)N1CCC(N2C(=O)c3ccccc3C2Nc2ccc(S(=O)(=O)N3CCCCC3)cc2)CC1 (stereo not given),nt,-3%,-5%
O=C1/C(=C\c2ccc(O)c(O)c2)Oc2cc(O)ccc21,nt,?,-18%
CCOC(=O)C1CCN(CC(=O)N2C(C)CCCC2C)CC1 (stereo not given),-1%,-6%,-4%
CCOc1ncccc1C(=O)N1CCN(c2cccc(C)c2C)CC1,-10%,-3%,-6%
O=C1N=C(O)CN1/N=C\c1ccc(-c2ccc([N+](=O)[O-])cc2)o1,nt,?,-14%
O=C(c1cc(Cl)cc(Cl)c1)N1CCOCC1,-4%,4%,4%
Cc1ccccc1NC(=O)c1ccc(CN2CCC(Cc3ccccc3)CC2)cc1,-5%,-9%,-4%
CCOc1ccc(N2C(=O)S/C(=C\c3ccc(O)c(OCC)c3)C2=O)cc1,?,-1%,-2%
CC(C)=CCc1c2c(c3occ(-c4ccc(O)c(O)c4)c(=O)c3c1O)C=CC(C)(C)O2,?,nt,30%
COCCCNC(=O)COc1ccc(S(=O)(=O)Nc2ccccc2)cc1,-13%,-6%,2%
CCOc1ccc(CNS(=O)(=O)c2ccc3[nH]c(=O)ccc3c2)cc1,7%,3%,nt
Cc1[nH]n(-c2ccccc2)c(=O)c1C=NCc1ccco1,nt,0%,-2%
CC(=O)Nc1ccc(NC(=O)CCCc2nc(-c3ccc(C(C)(C)C)cc3)no2)cc1,0%,-4%,nt
COc1cccc(C(=O)Nc2ccc(NC(=O)c3ccco3)c(Cl)c2)c1,-2%,-1%,8%
COC(=O)c1cc(NC(=O)c2ccc(OC)cc2)c(=O)oc1C,-8%,3%,-7%
O=S(=O)(Nc1ccccc1)c1ccc(S(=O)(=O)N2CCCC2)cc1,17%,0%,nt
Cn1c(=O)c2cc(S(=O)(=O)NCCC(=O)NCCc3ccc(Cl)cc3)ccc2n(C)c1=O,3%,-9%,-4%
Cc1oc2ncn(C)c(=O)c2c1C(=O)N1CCN(c2ccccc2)CC1,-1%,0%,nt
COCCN(C(=O)c1ccccc1OC1CCN(S(C)(=O)=O)CC1)C(C)C,-7%,0%,-4%
COc1cccc(-c2cc(C(=O)NCc3ccco3)c3ccccc3n2)c1,-3%,-20%,2%
Cc1nnc(SC(C)C(=O)NC2CCCCC2C)s1 (stereo not given),-5%,5%,-14%
Cc1cccn2c(=O)c(C(=O)NC3CCCCC3)c(O)nc12,7%,2%,-7%
COc1ccc(CCn2c(NCCCN3CCOCC3)nc3c2c(=O)[nH]c(=O)n3C)cc1,-5%,-4%,2%
CCNC(=O)/C(C#N)=C/c1c(N2CCN(c3cccc(Cl)c3)CC2)nc2c(C)cccn2c1=O,-3%,-9%,-1%
O=c1[nH]c2ccc(Cl)cc2c(-c2ccccc2)c1SC(=S)N1CCOCC1,5%,-1%,-27%
COc1ccccc1N=C1SC(C(=O)Nc2cccc(Cl)c2Cl)C(N)=C1C(N)=O (stereo not given),2%,-19%,-3%
CC(C)NS(=O)(=O)c1ccc(CCC(=O)NCc2ccco2)cc1,3%,3%,14%
COc1cccc(Cn2c(=O)c(-c3cccs3)nc3cnc(Nc4cccc(OC)c4)nc32)c1,nt,-28%,-18%
Cc1nn(-c2ccccc2)c(C)c1C(=O)OCC(=O)Nc1ccccc1,-6%,2%,nt
O=C(Nc1ccccc1SCC1CSc2nc3ccccc3c(=O)n21)c1ccccc1 (stereo not given),-1%,-19%,4%
Cc1cc(NC(=O)C2CC(=O)N(c3ccccc3)C2)no1 (stereo not given),2%,1%,4%
COCCN(C(=O)COC(=O)c1ccc(Cl)s1)c1c(N)n(Cc2ccccc2)c(=O)[nH]c1=O,1%,-6%,-1%
NC(=S)N/N=C/c1ccccc1OC(=O)/C=C/c1ccccc1,?,-1%,5%
O=C(COc1ccc2ccc(=O)oc2c1)Nc1cccc(S(=O)(=O)N2CCCCC2)c1,-6%,-9%,nt
COc1ccc(C)cc1S(=O)(=O)N1CCN(Cc2ccccc2)CC1,-11%,-4%,-3%
O=[N+]([O-])c1cccc(-c2nc(N3CCOCC3)c3ccccc3n2)c1,nt,-7%,2%
Cc1cc(=O)oc2cc(NC(=O)C(C)Oc3cccc(Cl)c3)ccc12 (stereo not given),-2%,4%,-7%
Cc1cnc(C(=O)OCC(=O)NCc2ccc3c(c2)OCO3)cn1,9%,-3%,3%
Cc1nn(CCCC(=O)Nc2cccc(F)c2)c(=O)c2c1sc1ccccc12,-1%,-3%,nt
CC1CC(O)(Cc2ccccc2)C(C)CN1C (stereo not given),-11%,-8%,5%
Cc1cc(N2C(=O)c3ccc(C(=O)Nc4ccc(CC(=O)O)cc4)cc3C2=O)no1,-5%,-7%,-1%
CCNC(=S)N/N=C/c1ccc(OCCOc2ccccc2C)cc1,-2%,-8%,1%

# Some of these compounds in order of their number in KAT2A inh, falling.
Compound,KAT2A inh
Cc1cc(NC(=O)C2CC(=O)N(c3ccccc3)C2)no1 (stereo not given),1%
Cc1cnc(C(=O)OCC(=O)NCc2ccc3c(c2)OCO3)cn1,-3%
COCCN(C(=O)COC(=O)c1ccc(Cl)s1)c1c(N)n(Cc2ccccc2)c(=O)[nH]c1=O,-6%
O=[N+]([O-])c1cccc(-c2nc(N3CCOCC3)c3ccccc3n2)c1,-7%
CC1CC(O)(Cc2ccccc2)C(C)CN1C (stereo not given),-8%

# Other results follow:
SMILES,FEN1 inhibitor,KAT2A inh,N370S GC
COC(=O)[C@@H](NC(=O)NCc1ccccc1Cl)C(C)C,-1%,-13%,-8%
COc1ccccc1N1CCN(C(=O)Cn2c(=O)n3nc(-c4cccc(C)c4)nc3c3ccccc32)CC1,2%,2%,nt
C[C@@H](NC(=O)c1nc[nH]c1C(=O)N1CCN(C(=O)OC(C)(C)C)CC1)c1ccccc1,10%,0%,nt
O=C(O)C1=CC[C@@H](c2ccc(Cl)cc2)N(S(=O)(=O)c2ccc(Cl)cc2)[C@H]1c1cccc(Cl)c1,-3%,?,2%
Cc1cc(C)c2nc(N3CCC(C(=O)NCCN4CCOCC4)CC3)sc2c1,-1%,-3%,-16%
O=C(COC(=O)c1cnc(Cl)c(Cl)c1)NCc1ccc2c(c1)OCO2,-10%,20%,2%
Cc1ccccc1NS(=O)(=O)c1cc(C(=O)NCc2ccco2)ccc1C,-7%,-5%,-3%
CC(=O)N1CCN(S(=O)(=O)c2ccc(S(=O)(=O)NC3CCCCC3)cc2)CC1,0%,2%,-6%
CC1CC(C)CN(CCCNC(=O)c2ccc(CS(=O)(=O)Cc3cccc(Cl)c3)o2)C1 (stereo not given),18%,-13%,-27%
O=C(NCCc1ccccc1)c1nnc(Cc2cccc(F)c2)o1,-2%,-8%,nt
O=C(O)c1cc(=O)c2ccccc2[nH]1,0%,-8%&-5%,?
Cc1ccc(Cn2c(=O)n(-c3ccc(C)cc3)c(=O)c3c2c2cc(C)ccc2n3C)cc1,3%,-10%,nt
CCN(CCO)C(=S)Nc1cc(C(=O)OC)ccc1C(=O)OC,4%,0%,14%
O=[N+]([O-])c1ccc(-c2cn3nc(-c4ccccc4)c(-c4ccccc4)nc3n2)cc1,3%,0%,0%
COc1ccc(-n2c(=O)c3c(c4cc(OC)ccc4n3C)n(Cc3cccc(C)c3)c2=O)cc1,-14%,-1%,nt
COc1ccccc1Cn1c(CNS(=O)(=O)c2ccc3c(c2)CCCC3)nc2cccnc21,-19%,-11%,nt
Cc1ccc(CCNC(=O)CN(c2cc(C)cc(C)c2)S(=O)(=O)c2c(C)noc2C)cc1,22%&18%,-1%&-1%,-50%
O=C(COC(=O)c1ccccc1)Nc1cc(Cl)ccc1Oc1ccccc1,10%,2%,13%
CCN1CCN(Cc2c(O)ccc3c2O/C(=C\c2ccc(C)cc2)C3=O)CC1,2%,-3%,-13%
C/C(=N\S(=O)(=O)c1ccc(C)cc1)N1CCN(S(=O)(=O)c2ccccc2)C1C(C)C (stereo not given),3%,-14%,5%
Cc1cc(C(F)(F)F)n2nc(C(=O)O)c(Cl)c2n1,0%,-3%,?
CSCCC(NS(=O)(=O)c1ccc2c(c1)OCCO2)C(=O)N(C)Cc1ccc(C)cc1 (stereo not given),2%,-3%,0%
COCCCNCCCCOc1ccc(OCc2ccccc2)cc1,-14%,22%,-10%
N#Cc1sc2nc(-c3cccs3)cc(-c3ccccc3)c2c1N,-16%,-17%,-20%

# Ordered by heavy-atom count (ascending): three of the compounds above.
SMILES,FEN1 inhibitor,KAT2A inh,N370S GC
Cc1cc(C(F)(F)F)n2nc(C(=O)O)c(Cl)c2n1,0%,-3%,?
N#Cc1sc2nc(-c3cccs3)cc(-c3ccccc3)c2c1N,-16%,-17%,-20%
COc1ccc(-n2c(=O)c3c(c4cc(OC)ccc4n3C)n(Cc3cccc(C)c3)c2=O)cc1,-14%,-1%,nt

# Following part.
SMILES,FEN1 inhibitor,KAT2A inh,N370S GC
S=C(NCc1ccco1)Nc1cccc(Cl)c1,6%,-5%,-1%
CCOc1ccc(C(=O)Nc2cc(Cl)ccc2-n2cncn2)cc1OC,-3%,-1%,3%
COC(=O)COc1ccc2cc(-c3ccc(OC)cc3)c(=O)oc2c1,-2%,-13%,?
COc1ccc2c(c1)CC(=O)NC=C2,1%,-13%,3%
COc1cc(NC(=O)CN(c2cc(C)cc(C)c2)S(=O)(=O)c2c(C)noc2C)cc(OC)c1,0%,-8%,3%
CC(C)OCC(O)CN1CCN(C(c2ccccc2)c2ccccc2)CC1 (stereo not given),5%,3%,-6%
COc1ccc(NC(=O)C2CCN(C(=O)NC3CCCCC3)CC2)c(OC)c1,5%,2%,4%
O=[N+]([O-])c1ccc(Oc2ccc(S(=O)(=O)N3CCOCC3)cc2)cc1,-14%,0%,-13%
COC(=O)C1CCN(C(=O)c2cc(=O)[nH]c3ccccc23)CC1,12%,-2%,-8%
Cn1c(=O)n(CC(N)=O)c(=O)c2c1nc(Br)n2Cc1ccccc1,1%,2%,0%
CCOC(=O)CN1CC23C=CC(O2)C(C(=O)Nc2ccc(C(C)=O)cc2)C3C1=O (stereo not given),-2%,-1%,-7%
Cc1cc(=O)[nH]c(SCC(=O)Nc2ccc(Br)cn2)n1,-3%,-12%,-4%
Cc1cccn2c(=O)c3cc(C(=O)NC(C)C)c(=N)n(Cc4ccncc4)c3nc12,5%,-29%,6%
O=C(CSc1nc2[nH]ncc2c(=O)[nH]1)Nc1ccc(Cl)cc1,2%,-11%,3%
CCOC(=O)Oc1ccc2c(=O)c(Oc3cccc(C)c3)coc2c1,-16%,?,17%
COc1cccc(-c2ccc3ncnc(N(C)Cc4ccco4)c3c2)c1,-12%,4%&-10%&-6%,?

# Given with values under each structure: entries from further up.
# Results follow in this order: FEN1 inhibitor	KAT2A inh	N370S GC
> Cc1cccn2c(=O)c3cc(C(=O)NC(C)C)c(=N)n(Cc4ccncc4)c3nc12
    5%	-29%	6%
> O=C(CSc1nc2[nH]ncc2c(=O)[nH]1)Nc1ccc(Cl)cc1
    2%	-11%	3%
> CCOC(=O)Oc1ccc2c(=O)c(Oc3cccc(C)c3)coc2c1
    -16%	?	17%
